PGK inhibitor – qHTS Assay to Find Inhibitors of Phosphoglycerate Kinase. 380,000 compounds, 0.043% hits. Potency, µM (doses to about 57.5 µM), inactives show at the highest dose activity change, negative = inhibition, actives largely listed as inhibitors. PGK/GAPDH coupled, Kinase-Glo luminescence, 60 min; further: on the % scale 0 is the no-effect control and ±100 the full control effect; nearly all actives have a fitted effect of over 60% in size
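Recombinant glycosomal PGK reaction used 1,3-bisphosphoglycerate generated in-well by GAPDH (100nM final) in 100mM TEA pH 7.6, 5mM MgCl2, 0.01% Tween-20. After 60 minutes at room temperature, ATP was read by Kinase-Glo Plus luminescence end-point.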
JMJD2A Tudor – qHTS Assay for Inhibitors of JMJD2A-Tudor Domain; AID 504339, 2011; Lysine-specific demethylase 4A (Homo sapiens), O75164; AlphaScreen JMJD2A-Tudor / H3K4me3 peptide binding; Potency, µM (series often up to 114 µM), for the others: top-dose activity change, negative = inhibition, hits mostly inhibitors; 390,000 compounds, 4.4% hits; further: on the % scale 0 is the no-effect control and ±100 the full control effect; nearly all actives have a fitted effect of over 50% in size
Pin1 inh – qHTS Assay to Find Inhibitors of Pin1 | Peptidyl-prolyl cis-trans isomerase NIMA-interacting 1 (Homo sapiens), Q13526 | Pin1 FP peptide displacement, HiFluor488, 10 min | Potency, µM (doses to about 115 µM), without a hit: at the highest dose activity, negative = inhibition, hits mostly inhibitors | 390,000 compounds, 0.009% hits; active means well fitted inhibition curve with a large enough effect in the polarisation, with a control signal flat, not every such curve was filed as active; inconclusive means small, poorly fitted or top-dose-only effect, or effect the other way, or a change in a side signal; inactive means no such curve, though single readings can be large or run the other way; the % refers to the polarisation; further: on the % scale 0 is the no-effect control and ±100 the full control effect
G9a inh – qHTS Assay for Inhibitors of Histone Lysine Methyltransferase G9a; Potency, µM (series often up to 102 µM), for the others: at the top dose activity, negative = inhibition, usual class: inhibitors; Histone-lysine N-methyltransferase EHMT2 (Homo sapiens), Q96KQ7; 350,000 compounds, 8.8% hits; G9a H3K9 monomethylation, AlphaScreen, 2 h; further: on the % scale 0 is the no-effect control and ±100 the full control effect; nearly all actives have a fitted effect of over 75% in size
Target sequence (Q96KQ7 913-1193 limits assumed): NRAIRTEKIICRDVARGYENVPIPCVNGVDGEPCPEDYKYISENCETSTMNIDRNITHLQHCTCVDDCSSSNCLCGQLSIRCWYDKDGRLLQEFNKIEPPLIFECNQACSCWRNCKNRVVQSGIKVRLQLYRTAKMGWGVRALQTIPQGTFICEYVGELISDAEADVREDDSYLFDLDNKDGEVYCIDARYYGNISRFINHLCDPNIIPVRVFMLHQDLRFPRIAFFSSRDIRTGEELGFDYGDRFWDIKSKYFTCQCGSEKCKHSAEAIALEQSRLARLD
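Readings reflect AlphaScreen signal from monomethyl-H3K9 antibody detection. HMT at 20 nM; substrate b-H3K9 500 nM; cofactor SAM 20 uM; 2 h RT reaction; compounds tested as titrations in qHTS with 15 min preincubation.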
BAZ2B block – qHTS Assay for Inhibitors of BAZ2B; Potency, µM (titrated, usually from 114 µM), for the others: top-dose activity change, negative = inhibition, usual class: inhibitors; 360,000 compounds, 4.4% hits; AlphaScreen BAZ2B-H3K14Ac peptide displacement; AID 504333, 2011; Bromodomain adjacent to zinc finger domain protein 2B (Homo sapiens), Q9UIF8; further: on the % scale 0 is the no-effect control and ±100 the full control effect; nearly all actives have a fitted effect of over 60% in size
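AlphaScreen displacement: compounds (up to 110uM) incubated 30 min at room temperature with a preformed 50 nM BAZ2B/50 nM biotinylated H3K14Ac peptide complex in PBS pH 7.4 with Tween-20. Donor and acceptor beads at 10 ug/mL final added, 20 min light-protected before reading.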
HP1b chromo inh – HTS for Inhibitors of HP1-beta Chromodomain Interactions with Methylated Histone Tails. AlphaScreen HP1-beta / biotin-H3K9me3 peptide binding. AID 540317, 2011. 390,000 compounds, 0.56% hits. Potency, µM (titrated, usually from 114 µM), for the others: at the highest dose activity change, negative = inhibition, most hits filed as inhibitors. Chromobox protein homolog 1 (Homo sapiens), P83916; further: nearly all actives have a fitted effect of over 70% in size; inactives centre near 23
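HP1-beta protein (50 nM final) preincubated 30 min at room temperature with biotinylated H3(1-18)K9me3 peptide (50 nM) in PBS pH 7.4, 0.01% Tween-20, then compound added for 30 min. AlphaScreen streptavidin donor/nickel chelate acceptor beads (10 ug/mL final), 30 min dark, luminescence read.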
GLS inh – qHTS for Inhibitors of Glutaminase (GLS). Potency, µM (highest dose often 45.5 µM), inactives show top-dose activity change, negative = inhibition, most hits filed as inhibitors. 410,000 compounds, 0.21% hits. GLS enzymatic activity, qHTS titration. Glutaminase kidney isoform, mitochondrial (Homo sapiens), O94925; further: on the % scale 0 is the no-effect control and ±100 the full control effect
Target sequence (O94925 whole entry, looked up, canonical isoform): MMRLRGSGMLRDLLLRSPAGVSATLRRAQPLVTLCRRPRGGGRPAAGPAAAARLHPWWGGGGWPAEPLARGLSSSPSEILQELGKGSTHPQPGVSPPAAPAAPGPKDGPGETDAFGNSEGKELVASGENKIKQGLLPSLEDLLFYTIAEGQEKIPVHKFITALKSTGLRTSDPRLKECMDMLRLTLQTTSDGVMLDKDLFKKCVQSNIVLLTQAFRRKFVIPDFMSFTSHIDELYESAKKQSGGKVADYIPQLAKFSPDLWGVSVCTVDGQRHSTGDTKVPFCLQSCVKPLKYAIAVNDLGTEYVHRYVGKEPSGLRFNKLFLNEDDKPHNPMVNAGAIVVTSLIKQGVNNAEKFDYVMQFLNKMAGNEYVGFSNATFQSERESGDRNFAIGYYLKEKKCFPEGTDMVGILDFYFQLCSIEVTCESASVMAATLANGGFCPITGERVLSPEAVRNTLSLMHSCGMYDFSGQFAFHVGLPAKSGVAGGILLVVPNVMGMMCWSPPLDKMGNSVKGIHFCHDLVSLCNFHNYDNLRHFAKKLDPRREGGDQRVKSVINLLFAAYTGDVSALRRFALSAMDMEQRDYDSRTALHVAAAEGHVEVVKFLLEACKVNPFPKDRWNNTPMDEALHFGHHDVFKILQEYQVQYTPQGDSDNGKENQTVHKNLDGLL
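Assay buffer: 45 mM KH2PO4 pH 8.2, 0.02% Tween-20. hKGA acts on L-glutamine (1 mM solution added); product glutamate is reported by an oxidase/peroxidase Amplex Red coupling, with fluorescence taken at baseline and 30 min.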
BLM inh – qHTS Assay for Inhibitors of Bloom's syndrome helicase (BLM); RecQ-like DNA helicase BLM (Homo sapiens), P54132; recombinant BLM DNA unwinding, fluorescence dequenching; Potency, µM (series often up to 56.1 µM), for inactives: top-dose activity change, negative = inhibition, usual class: inhibitors; 350,000 compounds, 0.2% hits;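 further: plate controls were vehicle for no effect and no enzyme for full effect; nearly all actives have a fitted effect of over 35% in size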
POLI inh – qHTS for Inhibitors of Polymerase Iota. DNA polymerase iota (Homo sapiens), Q9UNA4. Pol iota fluorescent replication assay, 10 min. Potency, µM (titrated, usually from 115 µM), without a hit: at the top dose activity, negative = inhibition, most hits filed as inhibitors. 390,000 compounds, 1% hits. AID 588590, 2011
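Pol iota at 10 nM preincubated 15 min with compounds at room temperature; reaction started with fluorescent substrate, 50 nM final. Fluorescence read kinetically at 0 and 10 min; buffer-only wells as negative control.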
An asterisk follows results filed as active; i = inactive; ? = inconclusive; . = no result given; & = joins results of further samples; [ ] = remark or other dose. Unless noted, the call rests on the fitted dose curve; in most records, active means well fitted curve in the direction sought with a large enough effect; inconclusive means small, poorly fitted or top-dose-only effect, or another doubt; inactive means no such curve, though single readings can be large; an effect the other way counts as inactive or inconclusive. Potency means the concentration at half of the fitted maximal effect.

The first three records, ahead of the listing:
SMILES | PGK inhibitor | JMJD2A Tudor | Pin1 inh | G9a inh | BAZ2B block | HP1b chromo inh | GLS inh | BLM inh | POLI inh
C#Cc1cccc(C(=O)N2CCCC(Nc3cccc(F)c3)C2)c1 (stereo unspecified) | -7% | -20% | 0% | . | -11% | 13% | -5% | -3% | 37%[activator]
CCN1CCN(S(=O)(=O)c2cccc([N+](=O)[O-])c2)CC1 | 5% | 1% | -1% | 7%[59 µM] | -1% | 25% | 12% | 0% | 28%
O=C(COC(=O)c1ccc(S(=O)(=O)N2CCCC2)cc1)Nc1cccc(Cl)c1 | i | -12% | -1% | 3%[2.33 µM] | -2% | 31% | 3% | . | 24%

The whole of this part, repeating the preview:
SMILES | PGK inhibitor | JMJD2A Tudor | Pin1 inh | G9a inh | BAZ2B block | HP1b chromo inh | GLS inh | BLM inh | POLI inh
C#Cc1cccc(C(=O)N2CCCC(Nc3cccc(F)c3)C2)c1 (stereo unspecified) | -7% | -20% | 0% | . | -11% | 13% | -5% | -3% | 37%[activator]
CCN1CCN(S(=O)(=O)c2cccc([N+](=O)[O-])c2)CC1 | 5% | 1% | -1% | 7%[59 µM] | -1% | 25% | 12% | 0% | 28%
O=C(COC(=O)c1ccc(S(=O)(=O)N2CCCC2)cc1)Nc1cccc(Cl)c1 | i | -12% | -1% | 3%[2.33 µM] | -2% | 31% | 3% | . | 24%
Cc1cccc(C)c1NC(=O)C1CCCN1C(=O)NCc1ccccc1 (stereo unspecified) | -2% | -3% | 1% | -11% | 3% | 21% | -5% | -1% | 126%[activator]
Cc1ccc(C)c(N2CCN(CCCNC(=O)Nc3cc(Cl)ccc3C)CC2)c1 | -8% | -10% | -3% | -4%[59 µM] | 7% | 28% | 3% | 1% | -12%
COc1cc(CC(=O)OCC(=O)Nc2cc(S(=O)(=O)N3CCCC3)ccc2Cl)cc(OC)c1OC | -1% | -5% | 0% | 29%[12.7 µM] | 4% | 15% | . | -13% | 1%
O=c1c2[nH]c3cccc(Cl)c3c2ncn1CC1CCCO1 (stereo unspecified) | -7% | -4% | 2% | 11% | -5% | 30% | -18% | -2% | 42%[activator]
Cc1nc2c(=O)[nH]c3ccccc3c2o1 | 9% | -5% | 1% | 11% | 2% | 12% | -2% | -1% | 53%[activator]
CCOc1ccccc1OCCCC(=O)Nc1ccc(Cl)c(S(=O)(=O)N2CCOCC2)c1 | -1% | -18% | 8% | ? | -7% | 23% | 13% | . | -21%
O=C(NCc1ccc(F)cc1)C(c1ccc(F)cc1)N(C(=O)c1csnn1)C1CC1 (stereo unspecified) | i | -4% | 1% | 5% | 5% | 19% | 4% | -2% | 42%[activator]
COC(=O)c1cc(C(=O)c2cc(F)ccc2O)cn2c(=O)c3c(C)c(C)sc3nc12 | -26% | 40µM* | ? | ? | -29% | -19% | 11% | -9% | ?
O=C(COc1ccc(Cl)cc1)NCCS(=O)(=O)N1CCN(c2ccccc2F)CC1 | -10% | -7% | -5% | 19% | 6% | 0% | 8% | -4% | 22%
CCN(C(=O)c1ccc(=O)n(C)n1)c1c(N)n(Cc2ccccc2)c(=O)[nH]c1=O | 1% | -3% | 9% | . | . | 37% | -5% | . | 26%
O=C(N/N=C/c1cccc([N+](=O)[O-])c1)c1nc2ccccc2c(=O)[nH]1 | -7% | -3% | -12% | -45% | -20% | 15% | 13% | -3% | -16%
O=C(CSc1ncn[nH]1)N1CCCCC1 | 0% | 4% | -3% | . | -10% | 32% | 0% | -1% | -14%
CCOC(=O)C1(Cc2cccc(Cl)c2)CCCN(C(=O)c2cc(C)[nH]n2)C1 (stereo unspecified) | -12% | -20% | -2% | 23% | -12% | 9% | 5% | -2% | 36%[activator]
CN1C(=O)CC(=O)N(C)c2cc(S(=O)(=O)N(C)Cc3ccccc3)ccc21 | 6%&0% | -28%&-5% | -6%&-5% | ? | -5%&4% | ? | 1%&-5% | -5%&-3% | 11%&-1%
O=C(/C=C/c1ccccc1)Nc1ccc(Br)cn1 | i | -13% | -2% | 8% | 2% | 32% | 1% | -4% | 10%
C=CCOC(=O)C1=C(C)NC(=O)NC1C1CC=CCC1 (stereo unspecified) | -2% | 8% | 1% | 19%[59 µM] | -1% | 19% | -6% | -1% | -7%
CCOC(=O)CCC(=O)N1CCOCCN(C(=O)CCC(=O)OCC)CCOCC1 | -7% | -6% | -14% | -29% | 2% | 59%[activator] | 2% | -1% | 1%
CCCCCOc1ccc(C(=O)NCC2(c3ccccc3)CCOCC2)cc1 | 2% | -1% | 3% | ? | -26% | 20% | 1% | 1% | -10%[58.9 µM]
COc1ccc(NC(=S)NNC(=S)Nc2cccc(C(F)(F)F)c2)cc1 | 0% | ? | 4% | 22µM* | ? | ? | ? | -15% | 13%
CN(C(=O)c1cc2ccccc2o1)c1c(N)n(Cc2ccccc2)c(=O)[nH]c1=O | i | -18% | 6% | . | . | 13% | 17% | . | -7%
CC[n+]1c(C)n(-c2ccccc2)c2ccc(C(=O)OC)cc21 | -3% | -2% | 6% | . | ? | 27% | 3% | 0% | 30%
O=C(NC1CC1)c1cccc2c1C(=O)c1ccc(N3CCC(Cc4ccccc4)CC3)cc1S2(=O)=O | -10% | ? | ? | . | . | 23% | 0% | . | ?
O=C(/C=C/c1ccccc1[N+](=O)[O-])NC1CCCC1 | 4% | 1% | 9% | -25% | -28% | 11% | 12% | -5% | 54%[activator]
COc1ccc(CCNC(=O)N[C@@H](Cc2ccccc2)C(=O)O)cc1 | 0% | -9% | 1% | 10% | 4% | 22% | -1% | -5% | 22%
COCCCN=Cc1c(C)[nH]n(-c2ccc(Br)cc2Br)c1=O | -4% | -16% | -12% | 50µM* | . | -5% | -2% | 7% | -14%
COc1ccc(OC)c(CNS(=O)(=O)c2ccc(-c3coc(C)n3)cc2)c1 | i | -24% | 2% | -18%[59 µM] | -28% | 22%[57 µM] | -4% | -2% | 6%
Cc1cc(C)n(-c2ccc(C(=O)Nc3nc4ccccc4s3)cc2)n1 | -3% | 8% | 0% | 22% | 5% | 50% | -7% | -2% | -2%
COc1ccc(OCC(=O)NCc2n[nH]c(=O)c3ccccc23)cc1 | i | -4% | -15% | 9%[0.501 µM] | 4% | 42%[activator] | -5% | . | 22%
Cc1cccc(C(C)C)c1NC(=O)c1ccc2c(c1)CCCN2S(C)(=O)=O | -11% | -22% | -5% | 10%[59 µM] | -12% | 56%[activator] | 2% | 1% | 19%
COc1cccc(N(Cc2nnc3n2CCCCC3)C(=O)Nc2cccc(Cl)c2)c1 | 4% | -16% | ? | 8%[59 µM] | 3% | 19%[57 µM] | 4% | -1% | -18%
CCOC(=O)N1CCOCCOCCN(C(=O)OCC)CCOCC1 | -4% | -12% | -1% | 2% | -2% | 9% | 5% | 0% | 10%
CCN(CC)CCn1c2c(c(SCC(=O)Nc3nc4ccc(C)cc4s3)nc1=O)CCC2 | -2% | -12% | 30% | 8%[59 µM] | -3% | 26% | -1% | . | 56%[activator]
O=C(CSc1ncn[nH]1)Nc1ccc(S(=O)(=O)Nc2ncccn2)cc1 | i | -10% | 10% | -31% | 1% | 74%[activator] | -3% | -11% | 5%
N#C/C(=C\c1ccncc1)c1nc2ccccc2[nH]1 | 7% | -20% | 9% | ? | ? | 41%[activator] | 0% | -9% | 118%[activator]
Cc1cccc(C(=O)NC(NC(=S)Nc2ccc(S(N)(=O)=O)cc2)C(Cl)(Cl)Cl)c1 (stereo unspecified) | -9% | -21% | -1% | ? | ? | 17% | 4% | -8% | 17%
O=C1/C(=C/c2ccncc2)SC(=S)N1Cc1ccccc1 | 2% | 25µM* | 8% | . | 11µM* | 45µM* | 4% | 3% | ?
CCN(CC)Cc1c(O)ccc2c1O/C(=C\C=C\c1ccccc1)C2=O | 4% | -1%[11.4 µM] | ? | ? | -26% | 53%[activator] | 10% | -20% | -12%
O=c1nc2n(c3c4c(sc13)CCC4)CCC2 | -4% | -16%[57.1 µM] | -1% | -36%[2.33 µM] | -24% | 46%[activator] | 3% | 3% | 27%
Cc1ccc(S(=O)(=O)N(CC(=O)N2CCc3ccccc3C2)c2ccc(Cl)c(Cl)c2)cc1 | -9% | -21% | 2% | 11%[59 µM] | 9% | 22% | 1% | -9% | 34%[activator]
COc1ccc(S(=O)(=O)n2nc(C)c(S(=O)(=O)N3CCCCCC3)c2C)cc1 | -2% | ? | 6% | -2%[59 µM] | -5% | 22%[57 µM] | -2% | 3% | -8%
N#Cc1c2n(c(=S)n(-c3ccccc3)c1=O)CCCCC2 | -9% | -10% | 1% | -3% | -15% | 73%[activator] | -1% | 0% | 9%
O=C(CN1CCCc2ccccc21)N/N=C/c1c(O)ccc2ccccc12 | -3% | ? | 73%[activator] | 40µM* | -12% | ? | 15% | -6% | 30%
COC(=O)c1cc(OC)c(OC)cc1NC(=S)N1CCN(c2ccccc2)CC1 | -1% | ? | 3% | -10%[59 µM] | ? | -13% | 59%[activator] | -7% | 13%
CC1(C)C(=O)C2(CCCCC2)C(=O)OC1C(=O)c1ccccc1 (stereo unspecified) | 8% | 2% | 1% | 15%[59 µM] | 2% | 35% | 7% | 1% | 7%
O=C(C(=O)N1CCN(Cc2ccccc2)CC1)c1c[nH]c2ccccc12 | 4% | -20% | -7% | . | . | 36% | -4% | . | 25%

Bioassay records as filed in PubChem.

Only part of the results is shown (hit frequency here may not be typical).
